Screens: PubChem BioAssay, National Center for Advancing Translational Sciences (NCATS)
Nrf2 inh = blocks Nrf2 signaling; A549 ARE-Fluc reporter, luciferase luminescence, 18-24 h; AID 504444; 2.1% of 360,000 active; Potency, µM (titrated, usually from 46 µM), for the others: top-dose activity change, negative = inhibition, most hits filed as inhibitors; further: potency means the concentration at half of the fitted maximal effect; on the % scale 0 is the no-effect control and ±100 the full control effect; nearly all actives have a fitted effect of over 60% in size
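Nrf2 activity is the BugLite luminescence, read 15 min after reagent at room temperature, following CellTiter-Fluor cytotoxicity readout (30 min, 37C). Compound titrations were applied for 18-24 h to 5000 A549 ARE_Fluc cells/well in 5% FBS OPTI-MEM.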
TGFb SMAD3 inh = TGF-b pathway inhibition | HepG2 CAGA-GFP TGF-b/SMAD3 reporter, GFP fluorescence, 18 h; TGF-beta stimulated, 500 pg/mL final | Potency, µM (highest dose often 46.1 µM), for inactives: at the top dose activity, negative = inhibition, usual class: inhibitors | 1.2% of 410,000 active | AID 588855; further: potency means the concentration at half of the fitted maximal effect; on the % scale 0 is the no-effect control and ±100 the full control effect; nearly all actives have a fitted effect of over 65% in size
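Smad-responsive CAGA-GFP expression was quantified in HEPG2 cells exposed to compounds and 500 pg/mL final TGF-beta for 18 h at 37 degrees C; unstimulated wells defined full inhibition.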
A549 tox = A549 cytotoxicity, counter-screen for Nrf2 inhibitors; A549 ARE-Fluc cells, CellTiter-Fluor viability, 18-24 h; Potency, µM (series often up to 46 µM), inactives show top-dose activity change, negative = cytotoxicity, usual class: inhibitors; 0.16% of 390,000 active; further: potency means the concentration at half of the fitted maximal effect; on the % scale 0 is the no-effect control and ±100 the full control effect
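Cytotoxicity counterscreen: CellTiter-Fluor fluorescence was measured in A549 ARE_Fluc cells after 18-24 h of compound exposure in a concentration series. The subsequent BugLite luminescent read reports ARE-luciferase activity.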
HepG2 tox = counter-screen for TGF-b inhibitors: cytotoxicity in HepG2 cells | HepG2 CAGA-GFP viability, ATP luminescence, 18 h | Potency, µM (titrated, usually from 46.1 µM), for the others: top-dose activity change, negative = cytotoxicity, actives largely listed as cytotoxic | 0.76% of 410,000 active; further: potency means the concentration at half of the fitted maximal effect; some results filed as inactive show a strong effect at the top dose
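CellTiter-Glo luminescence gave cytotoxicity after 18 hours at 37 degrees C. The cells were HepG2 CAGA-GFP in 1% FBS DMEM, stimulated with 500 pg/mL TGF-beta after compound addition. %Activity was normalised to no-cell wells (complete cell-killing) and DMSO (no toxicity), and curves were fitted and classified.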
S2 tox = viability counter-screen for ATXN expression inhibitors | S2 cells (HEK-293 line with an ATXN2-luciferase reporter) viability, CellTiter-Fluor protease fluorescence, 24 h | Potency, µM (doses to about 56.7 µM), hits mostly cytotoxic | 0.49% of 400,000 active; further: potency means the concentration at half of the fitted maximal effect; nearly all actives have a fitted effect of over 40% in size
IL1B secr inh = inhibitors of inflammasome signaling (IL-1 beta secretion) | THP-1 LPS/ATP IL-1B secretion, AlphaLISA, 16 h; hits give low values | activity change, % at 57.5 µM | 4.7% of 360,000 active | AID 743279; in the data active means activity change below about -50%; inconclusive means mostly about -30% to -49%; further: on the % scale 0 is the no-effect control and ±100 the full control effect
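Secreted IL-1B measured by AlphaLISA bead assay after 16 h compound exposure of THP-1 cells; compounds (final up to 57.5 uM) added 1 h before LPS (250 ng/mL) and ATP (1.25 mM) stimulation; lower signal means less secretion.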
MCF10A rereplic = induces DNA re-replication in MCF 10a normal breast cells; MCF 10A DNA re-replication, Hoechst nuclear intensity, 48 h; Potency, µM (titrated, usually from 46.1 µM), without a hit: at the highest dose activity, positive = re-replication, hits mostly activators; 2.9% of 350,000 active; further: potency means the concentration at half of the fitted maximal effect; % of control where 0% means no effect; nearly all actives have a fitted effect of over 50% in size
Nrf2 ARE act = activators of Nrf2 (ARE) signaling. AREc32 ARE-luciferase reporter (MCF7-derived line), luminescence, 24 h. Potency, µM (top dose mostly 46.1 µM), for the others: at the highest dose activation, actives largely listed as activators. 0.31% of 410,000 active. AID 624171; further: potency means the concentration at half of the fitted maximal effect; % of control where 0% means no effect; nearly all actives have a fitted effect of over 65% in size
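Nrf2 activation is followed as ARE-luciferase induction in the AREc32 line after one day of compound treatment; luminescence is read with Steady-Glo.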
ATXN2 expr inh = ATXN2 expression inhibition; AID 1745845; HEK-293 ATXN2-luciferase reporter, luminescence, 24 h; Potency, µM (highest dose often 57 µM), for inactives: at the top dose activity change, negative = inhibition, usual class: inhibitors; 0.72% of 360,000 active; further: potency means the concentration at half of the fitted maximal effect; on the % scale 0 is the no-effect control and ±100 the full control effect; nearly all actives have a fitted effect of over 55% in size
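qHTS (up to 57 uM final) was run with 24 h compound exposure of reporter cells at 37 °C. Each well was multiplexed: SteadyGlo luminescence measured ATXN2-luciferase expression after a fluorogenic Gly-Phe-AFC viability readout (25 uM final).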
The depositor's hits bear a star; i = inactive; ? = inconclusive; / = no result given; & = joins results of further samples; [ ] = another dose, or the depositor's remark. Unless noted, the call rests on the fitted dose curve; in most records, active means well fitted curve in the direction sought with a large enough effect; inconclusive means small, poorly fitted or top-dose-only effect, or another doubt; inactive means no such curve, though single readings can be large; an effect the other way counts as inactive or inconclusive. This is a random part of the collection. About 8.8% of those tested had a hit in this group.

SMILES	Nrf2 inh	TGFb SMAD3 inh	A549 tox	HepG2 tox	S2 tox	IL1B secr inh	MCF10A rereplic	Nrf2 ARE act	ATXN2 expr inh
O=C(CN1C(=O)NC2(CCCc3ccccc32)C1=O)NCCc1ccc(F)cc1 (stereo not given)	-5%	10%	-3%	1%	i	9	-27%	-1.9%	32%[activator]
CCOC(=O)CN(C(=O)CSc1nnc(CNc2ccc(F)cc2)n1CC)c1ccc(F)cc1	7%	-4%	-6%	-13%	i	24	-11%	-0.1%	5%
Cc1ccc(-n2nc(C)c(NC(=O)COC(=O)c3ccccc3NCCO)c2C)cc1	-19%	-3%	-8%	-17%	i	-6	0%	1.5%	8%
Cn1cc(CN2CC3C[C@@H]4CC2C[C@H](C3)C4)c(-c2ccc3c(c2)OCCO3)n1	15%	0%	1%	-4%	i	-6	-43%[inhibitor]	-0.2%	-22%
O=C(CSc1n[nH]c(-c2ccccc2)n1)Nc1ccc(F)cc1F	17%	?	-6%	10%	i	38	-2%	0.6%	-7%
COc1ccc(S(=O)(=O)NC(C)C(=O)N2CCCC2)cc1C (stereo not given)	-11%	5%	0%	7%	i	15	-2%	0.2%	5%
COc1ccc(CNC(=O)C2CCC(CNc3c(N4CCOCC4)c(=O)c3=O)CC2)cc1 (stereo not given)	8%&17%	-6%&0%	-19%&-1%	-3%&-3%	i	-1&4	-34%&17%[inhibitor]	0.1%&-0.6%	7%&2%
COc1cccc(CNC(=O)Cn2ccc3cc(S(=O)(=O)N4CCCCCC4)ccc32)c1	?	-4%	?	-2%	i	?	-1%	1.5%	-18%
C[C@H]1Cn2cnc(C(=O)N[C@@H](Cc3c[nH]c4ccccc34)C(=O)OC(C)(C)C)c2C(=O)N1	/	-4%	/	-25%	i	33	/	-0.7%	1%
CCN(CC)CCNC(=O)C(=O)NCC1OCCN1S(=O)(=O)c1ccc([N+](=O)[O-])cc1 (stereo not given)	-15%	3%	2%	-6%	i	36	6%	-0.4%	-8%
S=C(Nc1ccccc1Cl)NC1CCCCCC1	?	-16%	10%	-11%	i	-14	10%	2.3%	/
CCOc1ccc(-c2nc(SCC(=O)NC3CCCC3)c(-c3ccccc3)[nH]2)cc1OC	?	-18%	-10%	-5%	/	/	/	-0.9%	/
O=C(CSc1ncnc2c1oc1ccccc12)Nc1ccccc1C(F)(F)F	-14%	-2%	2%	-6%	i	5	22%	-0.1%	-13%
COC(=O)c1c(CSc2ccc(Cl)cc2)noc1C(=O)NCc1ccco1	-9%	?	-8%	-47%	i	-20	45%	8.9%	-5%
Cc1csc2nc(COc3ccc(NC(=O)COc4ccc(F)cc4)cc3)cc(=O)n12	-5%	13%	0%	-3%	i	/	/	-0.5%	0%

Random excerpt: 3 records from the list.
SMILES	Nrf2 inh	TGFb SMAD3 inh	A549 tox	HepG2 tox	S2 tox	IL1B secr inh	MCF10A rereplic	Nrf2 ARE act	ATXN2 expr inh
S=C(Nc1ccccc1Cl)NC1CCCCCC1	?	-16%	10%	-11%	i	-14	10%	2.3%	/
Cn1cc(CN2CC3C[C@@H]4CC2C[C@H](C3)C4)c(-c2ccc3c(c2)OCCO3)n1	15%	0%	1%	-4%	i	-6	-43%[inhibitor]	-0.2%	-22%
O=C(CSc1n[nH]c(-c2ccccc2)n1)Nc1ccc(F)cc1F	17%	?	-6%	10%	i	38	-2%	0.6%	-7%

Following part
SMILES	Nrf2 inh	TGFb SMAD3 inh	A549 tox	HepG2 tox	S2 tox	IL1B secr inh	MCF10A rereplic	Nrf2 ARE act	ATXN2 expr inh
O=S(=O)(c1ccc(NCC2CCCCC2)nc1)N1CCOCC1	-7%	2%	-1%	1%	i	6	0%	0.1%	-4%
c1cncc(Nc2nc(-c3cccnc3)cs2)c1	7%	-23%	1%	-8%	i	-7	-4%	9.3%	21%
CCC1CCCCN1C(=O)COC(=O)c1cc(=O)[nH]c2ccccc12 (stereo not given)	-3%	-3%	-16%	-55%	i	3	0%	-0.1%	6%
COc1cc(NC(=O)COc2cc(O)c3c(c2)OC(C)(C)CC3=O)cc(OC)c1OC	?	-26%	-3%	-36%	?	-3	-10%	3.4%	?
CC1CCc2c(sc(NC(=O)Cn3nc(C(F)(F)F)c4c3CCCCC4)c2C#N)C1 (stereo not given)	9%	-2%	0%	-4%	i	20	3%	-0.6%	-12%
Cc1ccc2c(c1)c1c(n2CC(O)Cn2ccnc2C)C(=O)CCC1 (stereo not given)	-5%	1%	-6%	-3%	i	-8	-3%	2.5%	-12%
CC(C)c1ccc(OCC(=O)Nc2cccc3c2CCCC3)cc1	-3%	6%	-3%	-13%	i	-23	?	-0.6%	53%[activator]
O=C(CSc1nnc(-c2ccc(F)cc2)o1)Nc1ccccc1N1CCOCC1	17%	5%	-2%	-27%	i	-20	3%	1.8%	24%
Cc1n[nH]c(=S)n1/N=C/c1ccc(Br)o1	-2%	2%	-1%	-12%	i	-9	-3%	2.2%	-6%
Cc1ccc(-c2nc(CNC(=O)NC3CCCCC3)c(C)o2)cc1	/	-18%	-2%	-1%	i	/	/	-0.1%	12%
Cc1ccccc1CCN(C(=O)c1csnn1)C(C(=O)NC1CCCC1)c1ccncc1 (stereo not given)	7%	10%	5%	-16%	i	-21	?	9.1%	0%
COc1ccc(NC(=O)c2ccc(CN3C(=O)CCn4nc(C)cc43)cc2)c(OC)c1	-12%	0%	-1%	-20%	?	/	/	4.3%	8%
Cc1cc(C(=O)N2CCC2(C)C(=O)NCc2cccc3ccccc23)nn1C (stereo not given)	/	-4%	/	4%	i	24	/	-1.0%	-3%
CC(=O)c1c(C(C)=O)c(C)n(-c2cccc([N+](=O)[O-])c2)c1C	-5%	12%	6%	-18%	i	-5	4%	0.0%	-8%
O=C(O)CCC(=O)Nc1ccccc1Oc1ccccc1	-20%	2%	2%	10%	i	-11	-29%	-1.0%	-9%

Later entries
SMILES	Nrf2 inh	TGFb SMAD3 inh	A549 tox	HepG2 tox	S2 tox	IL1B secr inh	MCF10A rereplic	Nrf2 ARE act	ATXN2 expr inh
CCC(C)CCN1CCN=C1Nc1ccccc1 (stereo not given)	8%	7%	4%	1%	i	-8	-16%	-0.5%	-8%
CC1CCCCN1C(=O)c1cc(-c2ccc(Br)cc2)on1 (stereo not given)	?	6%	2%	10%	i	/	/	1.5%	60%[activator]
CC(C)[C@H](NC(=O)NC1CCN(Cc2ccccc2)CC1)C(=O)O	3%	-15%	1%	-6%	i	1	-8%	0.2%	9%
NS(=O)(=O)c1ccc(CCNC(=O)COC(=O)Cc2c(F)cccc2Cl)cc1	-14%	0%	-2%	4%	i	i	3%	-0.8%	5%
Cc1ccc(S(=O)(=O)N2CCN(Cc3csc(C)n3)CC2)cc1	8%	5%	1%	2%	i	-1	-11%	-0.8%	-5%
COc1ccc(N(C(=O)c2cccnc2)S(=O)(=O)c2ccc(OC)c(OC)c2)cc1	5%	-11%	0%	-3%	i	26	6%	0.7%	3%
Cc1c(NC(=S)NC(=O)c2cccc([N+](=O)[O-])c2)c(=O)n(-c2ccccc2)n1C	-4%	-7%	14%	-3%	i	-6	1%	-0.5%	-11%
Cc1ccc(OCCn2cc(/C=C(\C#N)C(=O)NCC3CCCO3)c3ccccc32)cc1C (stereo not given)	-21%	4%	-9%	-8%	i	-6	?	1.4%	-3%
Cc1ccc(F)cc1NCC(=O)Nc1ccc(Cl)cc1F	5%	7%	?	22%	i	0	-4%	-0.9%[9.22 µM]	18%
COc1ccc(CCNC(=O)c2c(C)oc3ncnc(N4CCOCC4)c23)c(OC)c1	?	2%	-1%	6%	/	/	/	0.4%	/
CSc1nc(N)nc(-c2cccs2)c1C#N	/	47%[activator]	7%	-10%	i	-5	19%	15%	35%
O=C(CSc1nc2ccccc2[nH]1)N1CCCCC1	?	3%	1%	4%	i	0	-4%	2.2%	5%
COc1ccc(NC(=O)Cn2c(=O)n(CC(=O)NCc3ccco3)c(=O)c3ccccc32)cc1	0%	-14%	3%	-7%	i	0	7%	-0.2%	-5%
O=S(=O)(c1ccccc1C(F)(F)F)N1CCN(c2nc(-c3cccs3)nc3ccccc23)CC1	-1%	-14%	13%	-29%	/	/	/	/	/
COc1ccccc1CNC(=O)CSc1ncc(C(=O)Nc2ccccc2)c(=O)n1C	?	3%	6%	1%	i	27	7%	3.5%	2%

Next part:
SMILES	Nrf2 inh	TGFb SMAD3 inh	A549 tox	HepG2 tox	S2 tox	IL1B secr inh	MCF10A rereplic	Nrf2 ARE act	ATXN2 expr inh
O=S(=O)(NCc1ccc(F)cc1)c1cc(Br)ccc1Br	?	?	1%	-1%&-7%	i	-2	-4%	0.1%	-15%
Cc1ccc(N(Cc2ccco2)C(=O)c2cccc(S(=O)(=O)N(C)C)c2)cc1	-19%	-12%	-5%	-14%	i	-3	-1%	3.1%	-12%
O=c1[nH]cnc2c1sc1nc3c(c(-c4ccc(Cl)cc4)c12)CCC3	/	18%	3%	14%	i	56	-8%	-0.4%	-8%
COc1cccc(C(=O)n2nc(-c3ccco3)nc2NCc2cccs2)c1	5%	-4%	1%	-2%	i	/	/	3.4%	21%
COc1ccc(C)cc1-n1nnnc1SCc1nc2ccccc2c(=O)[nH]1	?	-3%	-14%	-65%	i	-17	9%	2.0%	-26%
CCOC(=O)CCCSc1nc2sc3c(c2c(=O)[nH]1)CCC3	-10%	-12%	-14%	-17%	/	-23	-4%	0.3%	/
CCCCNC(=O)NNC(=O)c1ccoc1C	/	-19%	6%	12%	i	20	-2%	-0.4%	-5%
CCNC(=O)CN(CCc1ccccc1)S(=O)(=O)c1ccc(OC)cc1	-3%	-4%	1%	-19%	i	-5	-3%	0.3%	0%
CN(C)S(=O)(=O)N1CCN(CC(=O)Nc2ccc(Br)cc2)CC1	9%	2%	8%	6%	i	50	8%	-0.2%	-16%
CCN(C(=O)Cc1cccs1)c1nnc(-c2cc(OC)c(OC)c(OC)c2)s1	-15%	12%	-4%	-29%	i	?	4%	3.7%	2%
